# Screening results: PubChem BioAssay, The Scripps Research Institute Molecular Screening Center
# PREPL inhibitor: PREPL enzyme inhibitors, primary screen, biochemical, fluorescence polarization; Prolyl endopeptidase-like (Homo sapiens), Q4J6C6; recombinant PREPL, fluorescence polarization activity-based probe; inhibition, % at 5.96 µM; actives 0.68% (n = 320,000); AID 2751, 2010; in the data active means inhibition above about 43%;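 further: 0% = enzyme with DMSO and 100% = wells lacking enzyme; many of its hits are not listed in these tables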
# Target sequence (Q4J6C6 whole entry, looked up): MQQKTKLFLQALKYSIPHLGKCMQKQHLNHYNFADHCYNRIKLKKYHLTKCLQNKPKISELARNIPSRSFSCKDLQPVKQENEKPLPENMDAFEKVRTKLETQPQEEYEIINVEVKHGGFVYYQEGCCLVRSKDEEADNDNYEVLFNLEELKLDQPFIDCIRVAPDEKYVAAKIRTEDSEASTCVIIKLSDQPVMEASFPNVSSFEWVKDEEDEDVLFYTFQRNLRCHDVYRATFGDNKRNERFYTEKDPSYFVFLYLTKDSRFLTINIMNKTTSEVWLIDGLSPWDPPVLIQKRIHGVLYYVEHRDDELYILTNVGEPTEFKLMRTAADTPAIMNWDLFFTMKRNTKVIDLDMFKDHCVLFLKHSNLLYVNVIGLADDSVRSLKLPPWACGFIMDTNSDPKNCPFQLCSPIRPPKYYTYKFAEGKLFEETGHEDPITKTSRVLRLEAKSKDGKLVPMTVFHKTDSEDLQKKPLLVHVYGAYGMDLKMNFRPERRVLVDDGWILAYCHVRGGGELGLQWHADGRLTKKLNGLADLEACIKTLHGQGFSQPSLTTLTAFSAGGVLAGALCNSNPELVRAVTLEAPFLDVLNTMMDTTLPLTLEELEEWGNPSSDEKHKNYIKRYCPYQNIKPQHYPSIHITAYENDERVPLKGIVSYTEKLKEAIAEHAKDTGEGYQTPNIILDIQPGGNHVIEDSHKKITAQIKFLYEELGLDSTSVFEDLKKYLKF
# PAFAH1B3 inh: PAFAH1B3 enzyme inhibitors, primary screen, biochemical, fluorescence polarization, human. recombinant PAFAH1B3, FP-rhodamine probe. inhibition, % at 3.39 µM. actives 0.28% (n = 340,000);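 active means inhibition above the screen-wide average of all tested compounds plus 3 SD, cut at about 25% in these data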;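 further: 0% = enzyme with DMSO only and 100% = wells lacking PAFAH1B3 protein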
# PAD4 inh: human PAD4 inhibitors, primary screen, biochemical, fluorescence polarization, 1536-well format | recombinant PAD4, RCA probe fluorescence polarization | actives 0.41% (n = 330,000) | inhibition, % at 6.36 µM | AID 485272, 2010;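 active means percent inhibition above a cutoff equal to the mean of all tested compounds plus 3 SD, cut at about 15% in these data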;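 further: 0% = PAD4 with RCA probe and DMSO and 100% = probe without PAD4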
# LYPLA2 counter: LYPLA2 inhibitors, primary screen, counter-screen for PME1 inhibitor project, biochemical, fluorescence polarization, FP-Rh probe ABPP; recombinant LYPLA2; inhibition, % at 5.9 µM; actives 0.38% (n = 320,000); AID 2177, 2009;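 active means inhibition above the screen-wide mean plus 3 SD, limit set per campaign, cut at about 26% in these data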;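 further: 0% = LYPLA2 with DMSO and 100% = wells lacking LYPLA2 enzyme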
# LYPLA1 counter: LYPLA1 inhibitors, primary screen, counter-screen for PME1 inhibitor project, biochemical, fluorescence polarization, FP-Rh probe ABPP. recombinant LYPLA1. inhibition, % at 5.9 µM. actives 0.16% (n = 320,000);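 active means inhibition above the mean of all tested compounds plus 3 SD, set per campaign, cut at about 14% in these data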;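 further: inhibitors block serine hydrolase probe labeling of LYPLA1 so polarization falls; 0% = enzyme with DMSO and 100% = wells lacking LYPLA1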
# PAFAH2 FP inh: PAFAH2 enzyme inhibitors, primary screen, biochemical, fluorescence polarization, human; actives 0.99% (n = 340,000); inhibition, % at 3.39 µM; Platelet-activating factor acetylhydrolase 2, cytoplasmic (Homo sapiens), Q99487; recombinant PAFAH2, FP-rhodamine activity probe; AID 492956, 2010;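 active means inhibition above the mean over all tested compounds plus 3 SD, cut at about 30% in these data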;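 further: inhibitors block probe labeling of enzyme so polarization drops; 0% = enzyme with DMSO and 100% = wells lacking PAFAH2 protein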
# ZTA counter: blocks Epstein-Barr virus ZTA, an EBNA-1 counter-screen | P03206 | ZTA-DNA binding, fluorescence polarization | inhibition, % at 11 µM | actives 0.15% (n = 320,000) | AID 2234; in the data active means inhibition above about 33%
# GSTO1 counter: inhibitors of recombinant GSTO1, primary screen, counter-screen for RBBP9 inhibitor project, biochemical, fluorescence polarization; inhibition, % at 5.96 µM; actives 1.1% (n = 300,000); activity-based probe fluorescence polarization;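 active means inhibition above the campaign mean inhibition plus 3 SD, cut at about 35% in these data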;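 further: 0% = GSTO1-1 with DMSO and 100% = wells lacking GSTO1-1 enzyme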
# Target sequence (P78417 whole entry, looked up): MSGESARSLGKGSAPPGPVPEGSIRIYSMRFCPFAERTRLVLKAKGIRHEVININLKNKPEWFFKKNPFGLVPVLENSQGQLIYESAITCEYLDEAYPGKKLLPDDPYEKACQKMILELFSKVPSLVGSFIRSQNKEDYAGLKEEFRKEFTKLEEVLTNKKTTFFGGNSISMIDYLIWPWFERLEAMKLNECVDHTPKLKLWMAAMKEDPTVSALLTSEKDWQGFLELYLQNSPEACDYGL
# EBNA-1 inhibitor: EBNA-1 DNA-binding inhibitors, primary screen, biochemical, fluorescence polarization; inhibition, % at 14.8 µM; actives 0.34% (n = 300,000); AID 1950, 2009; in the data active means inhibition above about 28%
# * hit, by the source's call; . = no result given. An excerpt, so the mix of outcomes need not match the whole.
SMILES,PREPL inhibitor,PAFAH1B3 inh,PAD4 inh,LYPLA2 counter,LYPLA1 counter,PAFAH2 FP inh,ZTA counter,GSTO1 counter,EBNA-1 inhibitor
COc1ccc(Nc2nc(N3CCCC3)c3ccccc3n2)cc1,77*,8,-1,1,5,2,-1,-4,2
CCN(CC(=O)Nc1ccc(NC(C)=O)cc1)C(=O)C1CC(=O)N(Cc2ccc(C)cc2)C1 (configuration not stated),15,-3,5,-3,-4,-2,0,7,-15
CCOC(=O)CC(NC(=O)c1cccs1)c1ccc(C)cc1 (configuration not stated),9,0,4,4,1,-2,1,1,-7
CCOc1ccc(CNc2ccc(N3CCOCC3)c(C(=O)O)c2)cc1,5,5,-4,5,2,-3,2,4,-3
Cc1cc2c(=O)n(C)c(SCC(=O)Nc3ccccc3C)nc2s1,-1,1,2,4,-4,0,-2,14,-9
Cc1nc(S(=O)(=O)Cc2ccc(Cl)cc2)nc2c1CCC2,21,4,-2,-1,0,3,-6,2,-4
CCc1cccc(NC(=O)Cn2c(=O)n(CCC(=O)NCC3CCCO3)c(=O)c3cc(OC)c(OC)cc32)c1 (configuration not stated),-6,4,-4,2,-3,-3,-20,1,-1
Nc1ccc(C(=O)OCC(=O)NC(=O)c2ccccc2)cc1[N+](=O)[O-],10,5,3,9,3,38*,8,3,-2
CC1CCN(C(=O)c2ccc(NC(=O)c3ccccc3)cc2)CC1,0,8,2,0,-1,0,6,2,9
CCc1ccc(OCC(=O)Nc2ncn[nH]2)cc1,4,-5,-2,11,3,-1,-25,8,-1
Cc1ccc(C(=O)/C=C/N(C)C)cn1,3,3,2,-1,1,-5,-7,-1,-5
OCCCNc1ncnc2c1cnn2-c1ccc(Cl)cc1,1,6,2,-1,-4,1,-11,0,-17
COc1ccc(OC)c(/C=N/NC(=O)c2ccncc2)c1,-1,3,-3,0,1,-2,-1,-4,0
COCCNC(=S)N/N=C1\CC(C)CC(C)(C)C1 (configuration not stated),3,1,-5,-1,-1,0,10,4,-16
CN(C(=O)c1nc(-c2ccccc2)n(-c2ccccc2)n1)C1CCS(=O)(=O)C1 (configuration not stated),-8,1,5,-1,-1,3,4,0,-6

# Molecules listed so far that contain sulfur, in the order listed:
SMILES,PREPL inhibitor,PAFAH1B3 inh,PAD4 inh,LYPLA2 counter,LYPLA1 counter,PAFAH2 FP inh,ZTA counter,GSTO1 counter,EBNA-1 inhibitor
CCOC(=O)CC(NC(=O)c1cccs1)c1ccc(C)cc1 (configuration not stated),9,0,4,4,1,-2,1,1,-7
Cc1cc2c(=O)n(C)c(SCC(=O)Nc3ccccc3C)nc2s1,-1,1,2,4,-4,0,-2,14,-9
Cc1nc(S(=O)(=O)Cc2ccc(Cl)cc2)nc2c1CCC2,21,4,-2,-1,0,3,-6,2,-4
COCCNC(=S)N/N=C1\CC(C)CC(C)(C)C1 (configuration not stated),3,1,-5,-1,-1,0,10,4,-16
CN(C(=O)c1nc(-c2ccccc2)n(-c2ccccc2)n1)C1CCS(=O)(=O)C1 (configuration not stated),-8,1,5,-1,-1,3,4,0,-6

# Next part.
SMILES,PREPL inhibitor,PAFAH1B3 inh,PAD4 inh,LYPLA2 counter,LYPLA1 counter,PAFAH2 FP inh,ZTA counter,GSTO1 counter,EBNA-1 inhibitor
Cc1sc2ncnc(SCC(=O)NC(=O)NCc3ccco3)c2c1C,-38,3,-3,4,2,14,-12,-2,-6
Cc1cccc(N2CCN(C(=O)CCCOc3ccccc3)CC2)c1C,0,7,3,1,-5,8,0,-5,-1
CC[C@@]12C(=O)N(c3ccccc3)C(=O)N1[C@H](c1cccc(C)c1)[C@@H]1C(=O)N(Cc3ccccc3)C(=O)[C@@H]12,3,-11,1,-6,-5,0,12,-2,6
COc1ccc(C2=CC3=C(Br)C(=O)C(C)(OC(=O)c4ccco4)C(=O)C3=CO2)cc1 (configuration not stated),1,7,8,-1,-4,20,12,21,12
CCc1ccc(S(=O)(=O)NCCc2cn3ccc(C)cc3n2)s1,-2,7,1,-3,-3,0,14,0,-3
Cc1ccc2[nH]c3c(=O)n(CC(=O)NCCCN4CCN(c5ccc(F)cc5)CC4)ncc3c2c1,-15,-2,2,-6,-2,0,2,-4,7
COc1ccc(NCc2nnc(SCC(=O)NCc3ccco3)n2-c2ccccc2OC)cc1,6,-6,0,-3,-4,-3,0,-1,-3
COc1cccc(CC(=O)Nc2cc(S(=O)(=O)N3CCOCC3)ccc2N2CCN(C)CC2)c1,7,8,0,6,2,12,-8,.,.
Cc1sc2ncnc(SCC(=O)NCC(C)C)c2c1C,17,4,-8,-4,1,4,-1,-9,-9
O=C(CSCc1ccc(Cl)cc1)Nc1cc([N+](=O)[O-])ccc1O,0,-5,-1,-5,3,57*,-14,14,-10
CCc1nc2ccccc2c(=O)n1NC(=O)c1c(O)c2ccccc2n(CC)c1=O,-4,4,3,2,1,2,-3,7,-14
COc1ccc(NC(=O)Nc2ccc3c(c2)CC(=O)N([C@H](C)CO)C[C@H](C)[C@H](CN(C)Cc2ccc(C(=O)O)cc2)O3)cc1,17,4,0,.,.,4,.,.,.
Cn1c(=O)c2c(ncn2CC(=O)Nc2cc(S(=O)(=O)N3CCCCC3)ccc2Cl)n(C)c1=O,8,0,-4,.,.,4,.,.,.
COc1ccc(-n2c(C)cc(-c3csc(N)n3)c2C)cc1,43*,6,-5,1,1,1,4,-3,4
Cc1cc2ccccc2n1CCNC(=O)COc1ccc2ccccc2c1,25,2,1,-8,-6,5,-7,3,2
CCOc1ccc(C(=O)Nc2ccc(S(=O)(=O)N3CCN(C)CC3)cc2)cc1,5,4,-5,2,1,-5,-8,-1,-5
CN(C)CCCOC(=O)c1ccc(Cl)cc1,11,5,1,7,2,15,-8,5,-6
CC(C)Cc1csc(NC(=O)c2ccc(Cl)cc2)c1C(=O)O,2,5,3,-4,-3,42*,13,-17,5
C[C@@H]1CN([C@@H](C)CO)C(=O)c2cccc(NC(=O)Nc3ccc4c(c3)OCO4)c2O[C@H]1CN(C)S(=O)(=O)c1cn(C)cn1,7,8,2,.,.,10,.,.,.
CC(=O)N1c2ccc(Cl)cc2C2C=CCC2C1c1cccc2ccccc12 (configuration not stated),-12,4,1,-8,-5,0,12,-2,8
COc1ccccc1NC(=O)[C@H](COCc1ccccc1)NC(=O)OC(C)(C)C,9,3,2,4,0,1,12,-1,-2
CC(=O)Nc1c2c(nn1-c1ccc(F)cc1)CSC2,1,12,11,8,8,-2,4,4,6
COCCNc1nc2c(c(=O)n(Cc3ccccc3F)c(=O)n2C)n1C,-1,8,-6,-1,0,1,9,1,-5
CCOC(=O)C(CCCOc1ccccc1C)C(=O)OCC,-8,-1,-7,1,3,14,11,4,-1
CCOC(=O)N1CCN(CCC(=O)Nc2cc([N+](=O)[O-])ccc2OC)CC1,0,13,2,-1,-2,2,-15,3,-2
C/C=C(\C)CN1CCN(c2cccc(C)c2C)CC1,11,5,2,-2,0,2,-3,2,5
CCOC(=O)C1=C(N)N2C(=O)C(C)SC2=C(C(=O)OC)C1c1cccc(OC)c1 (configuration not stated),-4,6,-5,-4,1,2,11,9,2
COC(=O)C(NS(=O)(=O)c1ccc(F)cc1)c1ccccc1 (configuration not stated),-2,-6,-1,-4,-1,0,18,-4,1
Cc1ccc(CC2CC(=O)N(Cc3ccco3)C2=O)cc1 (configuration not stated),18,-5,-6,-2,-1,9,-18,0,0
CC(=O)CCC1CC(c2ccc(Cl)cc2)=NO1 (configuration not stated),-4,7,1,1,-1,-1,1,1,-4
CCOc1ccccc1CN1CCCC(C(=O)Nc2cccc(-n3cccn3)c2)C1 (configuration not stated),-18,10,6,0,2,3,-5,-13,-3
Cc1cc(=O)n2nc(N3CCCC3C(=O)Nc3cccc(F)c3)sc2n1 (configuration not stated),7,2,0,3,-1,2,-3,10,1
O=C(Nc1nnc(CCOCCOCCc2nnc(NC(=O)c3ccco3)s2)s1)c1ccco1,11,6,-2,-2,-1,6,-12,-7,-6
CCCS(=O)(=O)N1CCCC(C(=O)NCCCN2CCN(c3ccccc3F)CC2)C1 (configuration not stated),34,10,0,7,-1,1,12,9,1
O=c1[nH]c2ccc(Cl)cc2c(-c2ccccc2)c1SC(=S)N1CCCCC1,-2,7,4,-8,-4,-8,-3,-13,-5
O=C(NNC(=S)NC1CCCCC1)c1cccs1,8,-2,1,3,4,3,-6,6,2
N#Cc1ccc(CN2CCN(C(=O)c3cn(Cc4ccccc4)nc3-c3cccnc3)CC2)cc1,15,14,0,8,1,7,-2,.,.
CSCC(=O)NC1CCCc2c1cnn2-c1ccc(C)c(C)c1 (configuration not stated),1,3,-2,2,0,3,8,6,-2
CCc1c(C)n([O-])c2c([n+]1=O)CCCCC2,-1,3,-2,7,0,-5,5,1,-5
CC(NC(=O)c1ccc2c(c1)C(=O)N(Cc1cccnc1)C2=O)c1ccccc1 (configuration not stated),-5,0,-9,1,0,5,9,0,7
CCOC(=O)c1c[nH][nH]c1=O,0,4,4,-5,-4,-1,2,4,4
COc1ccccc1C(=O)C1CCCN(C(=O)CCC(=O)c2ccccc2)C1 (configuration not stated),7,8,-1,-5,-7,4,10,6,-1
Cc1cc(N)c(NC2=CC(=O)CC(C)(C)C2)cc1C,13,12,-4,2,-1,2,-11,1,7
CNC[C@@H]1Oc2ccc(NC(=O)Nc3c(C)noc3C)cc2CC(=O)N([C@H](C)CO)C[C@H]1C,6,-5,-2,.,.,3,.,.,.
O=C(c1ccccc1)c1ccc2nc(-c3ccc(NC(=O)c4ccccc4F)cc3)[nH]c2c1,-10,-13,-7,-5,-1,-4,1,-15,6
CCN(CC(=O)Nc1ccccc1C(F)(F)F)C(=O)Cc1cccs1,13,8,3,1,-2,4,-18,.,.
CC(=O)c1cccc(NC(=O)C2CCCN2S(=O)(=O)c2cccc3nsnc23)c1 (configuration not stated),-9,4,0,-3,-1,-1,12,2,-3
O=C(COC(=O)C1(c2ccccc2F)CCCC1)Nc1ncc(C(F)(F)F)cc1Cl,-3,9,6,0,0,-8,0,0,0
CCCN(Cc1ccc(N(C)C)cc1)CC1CC1,0,3,2,0,0,-5,8,2,4
O=C(Nc1ccc(Cl)cc1)c1cc(S(=O)(=O)Nc2ccccn2)ccc1Cl,-10,-1,0,4,-1,-8,20,-1,4
CC(NS(=O)(=O)c1cccc(C(=O)NCc2ccncc2)c1)c1ccccc1 (configuration not stated),0,4,5,6,3,-5,-2,.,.
CCC(=O)Nc1ccc(C(=O)NNC(=O)c2ccc(C)cc2)cc1,-13,2,-2,2,-1,-1,8,3,5
COc1ccccc1OCc1nc(C#N)c(N2CCCC2)o1,0,6,2,1,0,-2,-9,12,-2
CN(C)CCCN(C(=O)COc1ccccc1)c1nc2ccc(Cl)cc2s1,-19,4,-2,1,1,-6,-26,-3,-3
C#CCOCCOCCOCCNc1nc(N2CCN(C(=O)Cn3cc(CCCN=C(N)N)nn3)CC2)nc(N2CCN(C(=O)[C@H](CCCCN)n3cc(CC(C)O)nn3)CC2)n1 (some centres not stated),-1,5,-7,1,-1,-2,6,1,1
O=C(Nc1cc(Cl)ccc1-n1cncn1)c1ccc([N+](=O)[O-])o1,5,4,-7,-4,0,5,0,8,3
COc1ccccc1NC(=O)c1ccc2nc(-c3ccccc3)c(-c3ccccc3)nc2c1,-8,3,6,3,-5,7,14,1,11
